EWS-Fli inh: EWS/Fli transcriptional activity inhibition; AID 651661; inhibition, % at 12.6 µM; 350,000 tested, 0.67% active; A673 NR0B1-luciferase reporter, viability-normalised;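 active = mean inhibition of at least 50% after viability correction, with every replicate also passing that limit; inconclusive = mean reaches 50% but only one of two replicates passes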;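 also: firefly luciferase signal divided by Alamar Blue viability fluorescence both relative to DMSO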
F508del corr: correctors of CFTR F508del function in bronchial epithelial cells. CFBE cells, YFP halide quenching; stimulated with forskolin plus potentiator P3; % fluorescence drop versus neutral controls. activity (quench increase), % at 7.58 µM. 350,000 tested, 0.36% active;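 active = mean added fluorescence quench of at least 8% versus neutral control, with both replicates also reaching 8%; inconclusive = only one of the mean or replicate conditions met; inactive = mean below 8% and not both replicates reaching 8%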;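 also: cells transiently co-express mutant CFTR-F508del with the halide-sensitive YFP; corrector assay measuring rescue of mutant channel to the surface after 24 h compound exposure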
GSIS activator: primary screen for activators of insulin secretion dependent on glucose, INS-1E cells, GLuc reporter luminescence; INS-1E GLuc reporter insulin secretion, 2-3 h; activation, % at 16.6 µM; 370,000 tested, 0.61% active; AID 743287;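 active = lowest replicate activation of at least 40%, so every replicate reaches that level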;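 also: 0% = median of neutral control wells and 100% = median of IBMX positive control wells; some compounds called inactive have numbers as strong as hits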
ERp5 block: ERp5 (human) disulfide isomerase inhibition; Q15084; ERp5 insulin aggregation, absorbance 650 nm, 90 min; inhibition, % at 9.99 µM; 350,000 tested, 0.05% active; AID 651711;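 active = mean replicate inhibition above about 25%, with every replicate also reaching it, limit read from the data, passing the limit was not always enough; inconclusive = only one of those two criteria met; inactive = neither criterion met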
Target sequence (Q15084 whole entry, looked up): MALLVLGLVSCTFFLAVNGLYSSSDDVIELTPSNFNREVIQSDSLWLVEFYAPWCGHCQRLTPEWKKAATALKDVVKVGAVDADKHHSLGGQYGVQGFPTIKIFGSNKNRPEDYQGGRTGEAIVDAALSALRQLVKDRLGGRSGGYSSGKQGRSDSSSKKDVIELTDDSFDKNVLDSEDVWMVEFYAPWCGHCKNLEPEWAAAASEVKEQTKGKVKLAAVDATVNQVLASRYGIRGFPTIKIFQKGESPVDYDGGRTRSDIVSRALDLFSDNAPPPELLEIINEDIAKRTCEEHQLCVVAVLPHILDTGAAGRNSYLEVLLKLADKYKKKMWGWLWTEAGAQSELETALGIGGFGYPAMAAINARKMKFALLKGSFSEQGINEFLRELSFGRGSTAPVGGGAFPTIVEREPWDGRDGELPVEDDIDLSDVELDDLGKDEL
XiGFP reactiv: reactivates the inactive X chromosome in mouse fibroblasts; activation, % at 7.58 µM; XiGFP mouse fibroblasts, % GFP-positive cells imaging, 3 d; cells co-treated with 5-aza-dC sensitizer; scaled so ellipticine positive control = 100%; 360,000 tested, 0.055% active;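 active = mean normalized replicate activation at least 10% and every replicate at or above 10%; inconclusive = only one of the two criteria met; inactive = mean below 10% and not all replicates reach 10%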;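 also: 0% = median of on-plate neutral control wells and 100% = ellipticine 6 µM median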
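System: SV40-immortalized XiGFP fibroblast cells, line 68-5-11 / Incubation: 3-day compound exposure, then 15 min fixation at room temperature / Compound: single concentration per compound, delivered by pin transfer / Buffer or medium: DMEM plus 5-aza-dC sensitizer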
ARNT-TACC3 inh: ARNT/TACC3 interaction disruption | AlphaScreen His-ARNT PAS-B/GST-TACC3 binding, luminescence; TACC3 fragment carries E629A point mutation | inhibition, % at 9.99 µM | 390,000 tested, 0.66% active | AID 623870;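 active = mean inhibition of replicates at least 50% and at least half of replicates each reaching 50%; inconclusive = half or more replicates reach 50% but mean below 50%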;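 also: 0% = complete ARNT plus TACC3 wells and 100% = ARNT alone without TACC3; many hits fall short of the cut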
DENV2 CPE rescue: inhibitors of DENV2 cytopathic effect; DENV2-infected cells, cytopathic effect rescue, plate reader; CPE inhibition, % at 9.99 µM; 350,000 tested, 1.7% active; AID 651640; in the data active = CPE inhibition above about 20%, passing the limit was not always enough; inconclusive = no clear call, values can overlap the other calls; tested in BHK-21 cells;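 also: 0% = median of neutral control wells and 100% = median of positive control wells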
PAX8 inh HTS: PAX8 transcriptional activity inhibition; RMG-I TPO-luciferase reporter, SteadyGlo, 24 h; inhibition, % at 12.6 µM; 360,000 tested, 1.2% active;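 active = mean replicate inhibition at least 60% with every replicate also reaching 60%; inconclusive = only one of the two criteria is met; inactive = mean below 60% and not all replicates reaching 60%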;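 also: luciferase light reporting Pax8 driven TPO promoter activity; plate controls were median of neutral control wells for no effect and mitoxantrone controls for full effect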
Active calls of the source: *; ? = inconclusive; / = no result given; & = joins results of further samples.

SMILES	ERp5 block	EWS-Fli inh	DENV2 CPE rescue	ARNT-TACC3 inh	GSIS activator	XiGFP reactiv	F508del corr	PAX8 inh HTS
O=C(NC(=S)Nc1ccccc1N1CCCC1)c1ccccc1Br	-0.1	23.8	-4.5	13.0	6.6	0.0	2.1	49.9
CCN(CC(=O)Nc1cc(Cl)ccc1C)C(=O)CSCc1ccc(C)cc1	-1.9	-19.8	-3.3	5.9	-18.2	0.0	4.0	-5.0
NS(=O)(=O)c1ccc(CCNC(=O)CCCNC(=O)c2ccc(Cl)cc2)cc1	1.8	8.1	-5.3	0.2	-9.0	0.0	2.3	7.5
O=C(COc1cccnc1[N+](=O)[O-])Nc1cccc(Br)c1	-4.2	-58.3	5.5	-4.5	5.2	0.2	-0.5	/
CCN(C(=O)N1CCOCC1)c1ccccc1	0.1	-1.6	?	0.7	6.7	0.2	-0.2	-5.4
C[C@H](CO)N1C[C@H](C)[C@H](CN(C)CC2CCCCC2)Oc2ccc(NC(=O)Nc3ccccc3)cc2C1=O	-4.8	3.7	-6.9	-3.2	1.9	-0.1	-1.1	8.6
CCOC(=O)c1[nH]c(C)c(C(=O)NCCCOC(C)C)c1C	-5.1	-0.7	1.5	-9.8	-7.8	/	-0.8	/
CCNC(=O)Nc1ccc2c(c1)C(=O)N(C)[C@H]1CC[C@H](CC(=O)NCCOC)O[C@H]1CO2	-7.1	-9.3	?	-9.1	-1.2	0.2	-1.4	8.4
Cc1ccc(NC(=O)NCCCN2CCCC2=O)cc1Cl	7.4	-43.9	-8.2	-2.4	-10.1	0.2	-2.4	-21.8
Cn1nc(C(=O)NC2CCC(O)CC2)c2ccccc2c1=O (stereo not drawn)	3.3	2.4	-8.6	/	/	-0.1	-3.1	-5.6
CC(C)NC(=O)N(C)C[C@H]1Oc2ccc(NC(=O)C3CCCCC3)cc2CC(=O)N([C@H](C)CO)C[C@@H]1C	3.5	1.4	16.7	-19.9	7.0	0.2	-1.4	-5.0
COCC#Cc1ccc2c(c1)O[C@@H](CN(C)C(=O)Nc1ccc(OC)cc1)[C@@H](C)CN([C@@H](C)CO)S2(=O)=O	-1.0	-0.3	0.3	-2.9	-1.9	-0.3	1.8	/
C[C@@H]1CN([C@@H](C)CO)C(=O)c2cc(C#CCN(C)C)cnc2O[C@H]1CN(C)Cc1ccc2c(c1)OCO2	-4.1&-5.5&-3.0	-9.2&4.3&-6.2	-5.8&1.3&-6.2	-1.1&0.2	2.1&15.3	-1.3	-0.4&0.3&0.4	2.8
CCOc1ccc2ccccc2c1/C=N/NC(=O)CNC(=O)C(c1ccccc1)c1ccccc1	3.4	-1.3	-7.5	3.4	-12.4	0.0	0.3	3.5
O=C(C[n+]1ccc(-c2nnc3n2CCC3)cc1)c1ccc(Cl)cc1	/	/	/	9.4	4.5	0.1	/	12.2
COc1ccc2c(c1OC)C(=O)OC2Nc1nc2ccccc2s1 (stereo not drawn)	/	-3.2	-0.5	-5.7	-6.1	0.0	0.2	6.8
O=C(C[C@@H]1C[C@H]2c3cc(NC(=O)NC4CCCCC4)ccc3O[C@H]2[C@H](CO)O1)NCc1ccncc1	-3.2	-0.6	-3.1	/	12.2	-0.1	-4.9	-3.5
COc1ccc(S(=O)(=O)N2CCN(c3ccc4nnc(-c5ccccc5)n4n3)CC2)cc1	1.4	39.3	-1.7	-3.0	-13.5	0.0	1.9	46.6
COc1ccc2nc3ccccc3nc2c1NC(=O)c1ccc(Cl)cc1Cl	/	/	/	1.8	86.6*	0.0	/	-13.2
O=C(CCCc1cccs1)Nc1nccs1	-3.9	-7.8	-9.1	33.8	/	-0.1	0.4	-20.9
O=C(Nc1cccc(C(=O)N2CCCCC2)c1)C1CCCCC1	0.6	-11.9	/	-5.5	-3.3	0.0	-2.9	-11.0
Cc1cccc(OCC(=O)N/N=C/c2cc([N+](=O)[O-])ccc2N2CCOCC2)c1	/	/	/	-10.8	-34.5	-0.1	/	8.4
COC(=O)[C@]1(CC(C)C)NC=C(C(=O)c2ccccc2)[C@@H]1c1cccs1	-2.9	-14.9	-5.9	/	/	0.0	0.6	-33.4
C=CCNC(=O)COc1cc(C)ccc1C	2.9	2.8	3.2	2.1	-5.4	0.2	/	24.9
CS(=O)(=O)c1cccc(C(=O)Nc2nnc(C3=COCCO3)o2)c1	7.2	-2.7	7.4	58.7*	-2.6	0.3	-0.8	-8.3
CCN(CC)CCNC(=O)COc1ccc(OC)cc1	0.6&2.2	-2.6	5.4&3.5	-4.3&3.0	9.7&7.8	0.1&-0.3	-1.6&-0.8	12.3&14.6
COc1ccc(NC(=O)Nc2ccc3c(c2)C(=O)N([C@H](C)CO)C[C@H](C)[C@H](CN(C)S(=O)(=O)c2cccs2)O3)cc1	3.9	11.1	5.6	1.9	-18.9	0.2	-0.8	/
CC(C)NC(=O)N(C)C[C@H]1OCCCC[C@H](C)Oc2ccc(NS(=O)(=O)c3ccc(F)cc3)cc2C(=O)N([C@H](C)CO)C[C@H]1C	5.7	-2.5	-4.9	-6.0	7.5	-0.1	-1.3	8.5
CCc1c(C)nc2cc(-c3ccccc3)[nH]n2c1=O	0.9	-102.9	-3.6	-7.4	-0.7	-0.1	-0.4	-93.4
C[C@H](CO)N1C[C@H](C)[C@@H](CN(C)CC2CCCCC2)Oc2c(NC(=O)C3CCOCC3)cccc2C1=O	-0.7	11.0	2.1	-1.8	-1.7	-0.9	-2.3	5.2
Cc1ccccc1-n1c(SCC(=O)c2c(N)n(C)c(=O)n(C)c2=O)nc2sc3c(c2c1=O)CCCC3	/	/	/	-4.1	-28.9	0.1	/	-13.4
COc1ccc(-c2ccc([C@@H]3[C@@H](CO)N4C(=O)CN(Cc5ccccc5)C[C@@H]34)cc2)cc1	10.8	-8.9	1.1	/	3.3	0.0	0.3	-17.0
CN1CCN(C(=O)C[C@H]2C[C@H]3c4cc(NC(=O)C5CCC5)ccc4O[C@H]3[C@H](CO)O2)CC1	2.8	-2.4	-4.6	-3.5	7.4	0.4	1.4	-4.9
COc1ccc(/C=C/C(=O)O)cc1S(=O)(=O)NCc1ccco1	3.1	-8.1	2.1	6.2	10.1	0.0	2.4	-11.4
CCOC(=O)c1c(C)[nH]c(C)c1S(=O)(=O)NC(CC)CN1CCOCC1 (stereo not drawn)	3.4	/	-6.9	2.5	-4.2	2.3	-0.3	0.0
COc1ccccc1C(=O)C1CCCN(C(=O)c2ccc(C(C)=O)s2)C1 (stereo not drawn)	4.6	-12.3	0.1	6.3	7.5	0.2	-1.4	-23.0
COc1ccc(CNC(=O)C2CCCN(S(=O)(=O)c3ccccc3)C2)cc1 (stereo not drawn)	1.0	-1.1	2.0	/	-13.9	0.2	4.9	17.3
Fc1ccc(-c2csc3ncnc(N4CCN(Cc5ccccc5)CC4)c23)cc1	-11.6	23.3	0.5	1.3	23.3	0.4	-3.2	27.9
COC(=O)C(NC(=O)CCc1nnc2ccc(N3CCCCC3)nn12)C(C)C (stereo not drawn)	2.4	-14.7	-0.9	-0.4	16.3	0.0	-4.5	-1.9
COc1ccc(CN2CCCC(C(=O)c3ccc(Cl)cc3)C2)cc1Cn1cncn1 (stereo not drawn)	0.8	6.3	-1.7	1.7	-4.1	0.1	-1.9	5.0
Cc1cc(OC(C)C(=O)NCc2ccncc2)c2c(C)c(C)c(=O)oc2c1 (stereo not drawn)	-17.7	11.4	-1.3	-1.4	-2.4	0.2	1.8	-28.2
NS(=O)(=O)c1cc(C(=O)OCC(=O)Nc2ccc3[nH]c(=O)[nH]c3c2)ccc1Cl	-0.4	4.1	-2.4	1.5	-4.8	0.1	1.0	7.6
O=C(NCc1ccncc1)C1CCCN(S(=O)(=O)c2ccc(Br)cc2)C1 (stereo not drawn)	0.3	/	0.9	-1.2	-16.2	0.3	-1.7	-19.0
Clc1ccccc1Cc1noc(CN2CCSCC2)n1	4.5	-7.3	-4.2	/	-13.9	0.1	/	3.1
Cc1ccccc1NC(=O)Cc1nc(COC(=O)Cc2ccccc2F)cs1	-2.3	3.6	-4.9	2.2	-6.8	0.0	-0.3	-2.6
C[C@@H]1CCCCO[C@@H](CN(C)C)[C@H](C)CN([C@@H](C)CO)C(=O)c2cc(NC(=O)Nc3ccccc3)ccc2O1	0.9	-0.1	/	3.9	13.0	-0.3	2.9	-3.5
CCS(=O)(=O)N1CCC2(CC1)OCCN2S(=O)(=O)c1ccc(C)cc1	-0.5	-4.8	11.7	-4.0	10.4	0.2	0.8	-10.7
Cc1csc(NC(=O)CSc2nc(C)nc3c2c(=O)n(C)c(=O)n3C)n1	7.5	18.5	?	27.4	/	0.0	-3.5	6.6
COc1cccc(/C=N/n2c(C3CCCCC3)n[nH]c2=S)c1	3.8	-5.2	2.7	-0.6	6.7	0.0	1.2	9.5
COc1ccccc1NS(=O)(=O)c1cccc(C(=O)N2CCCCCCC2)c1	0.8	4.4	11.1	-10.2	-13.4	-0.2	-1.9	0.4
COc1ccc2c3c([nH]c2c1)[C@@H](CO)N(Cc1cc(F)ccc1F)CC31CN(C(=O)C2CCC2)C1	0.0	12.4	-7.7	/	-3.9	0.0	1.4	/
CCCCOC(=O)c1ccc(N2C(=O)CC(N3CCN(C/C=C/c4ccccc4)CC3)C2=O)cc1 (stereo not drawn)	4.1	/	/	3.0	-31.5	/	/	26.6

A second format for two compounds above:
COc1ccc(-c2ccc([C@@H]3[C@@H](CO)N4C(=O)CN(Cc5ccccc5)C[C@@H]34)cc2)cc1
  ERp5 block: 10.8; EWS-Fli inh: -8.9; DENV2 CPE rescue: 1.1; ARNT-TACC3 inh: /; GSIS activator: 3.3; XiGFP reactiv: 0.0; F508del corr: 0.3; PAX8 inh HTS: -17.0
CN1CCN(C(=O)C[C@H]2C[C@H]3c4cc(NC(=O)C5CCC5)ccc4O[C@H]3[C@H](CO)O2)CC1
  ERp5 block: 2.8; EWS-Fli inh: -2.4; DENV2 CPE rescue: -4.6; ARNT-TACC3 inh: -3.5; GSIS activator: 7.4; XiGFP reactiv: 0.4; F508del corr: 1.4; PAX8 inh HTS: -4.9
